AmpC no deterg: blocks E. coli AmpC beta-lactamase in detergent-free assay; P00811; AmpC nitrocefin hydrolysis, absorbance 480 nm, 0.0001% Triton; Potency, µM (series often up to 57.1 µM), without a hit: at the top dose activity change, negative = inhibition, hits mostly inhibitors; actives 0.52% (n = 330,000);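 also: potency is read from the fitted curve at half-maximal effect; plate controls were no compound for no effect and no enzyme for full effect; nearly all actives have a fitted effect of over 20% in size; some results filed as inactive show a strong effect at the top dose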
Target sequence (P00811 whole entry, looked up): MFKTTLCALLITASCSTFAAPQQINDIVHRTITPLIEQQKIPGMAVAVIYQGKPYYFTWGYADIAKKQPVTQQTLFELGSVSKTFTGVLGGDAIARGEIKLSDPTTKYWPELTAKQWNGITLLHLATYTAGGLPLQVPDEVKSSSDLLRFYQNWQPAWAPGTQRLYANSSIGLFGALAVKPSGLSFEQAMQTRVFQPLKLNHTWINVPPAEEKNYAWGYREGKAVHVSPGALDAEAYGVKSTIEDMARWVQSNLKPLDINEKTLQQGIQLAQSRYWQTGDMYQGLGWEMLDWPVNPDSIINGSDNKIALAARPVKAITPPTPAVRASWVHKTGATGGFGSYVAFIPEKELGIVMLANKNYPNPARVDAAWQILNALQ
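AmpC (5.3 nM in the dispensed reagent) in 20 mM phosphate pH 7.0 with 0.01% (detergent screen) or 0.0001% Triton X-100 was preincubated with compounds for 15 min at room temperature. Nitrocefin was then added from an 800 uM solution, and hydrolysis was followed at 480 nm.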
HCMV inh: blocks human cytomegalovirus replication. HFF cells, HCMV-luciferase reporter, 72 h; stronger effect = lower value. AID 1259415. activity change, negative = inhibition, % at 57.5 µM. actives 4.5% (n = 410,000); in the data active = activity change below about -60%; inconclusive = no clear call, values can overlap the other calls; inactive = above about -39%
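Luciferase read-out from HCMV-luciferase-infected HFFs (MOI 1 PFU/cell) 72 h post infection at 37C; compounds added after 16 h cell attachment; activity normalized between buffer-only basal and Salinomycin (10uM) inhibitor controls.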
AmpC detergent: inhibitors of E. coli AmpC beta-lactamase with detergent; AmpC hydrolysis of nitrocefin, absorbance 480 nm, 0.01% Triton; P00811; actives 0.041% (n = 370,000); Potency, µM (doses to about 114 µM), for inactives: at the highest dose activity change, negative = inhibition, actives largely listed as inhibitors;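 also: potency is read from the fitted curve at half-maximal effect; 0% = no-compound wells and -100% = no-enzyme wells; nearly all actives have a fitted effect of over 25% in size; some results filed as inactive show a strong effect at the top dose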
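20 mM phosphate pH 7.0 + 0.01% (detergent screen) or 0.0001% Triton X-100; 5.3 nM AmpC reagent; cpd preinc 15 min RT; nitrocefin (800 uM stock) to start; A480 q20 s × 4 min; Activity was normalised to no-enzyme and no-compound control wells.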
TbPYK inhibitor: T. brucei pyruvate kinase inhibition. Potency, µM (top dose mostly 76.8 µM), without a hit: at the top dose activity, negative = inhibition, hits mostly inhibitors. Q57TT1. AID 624173. actives 0.12% (n = 410,000). TbPYK enzyme, Kinase-Glo Plus ATP luminescence, 45 min; also: potency is read from the fitted curve at half-maximal effect; nearly all actives have a fitted effect of over 50% in size
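Quantitative HTS: titrated library compounds versus trypanosomal pyruvate kinase in TEA buffer (pH 7.2) containing KCl, MgCl2, BSA and Tween-20. Reactions were initiated with ADP, 130 uM final. Kinase-Glo Plus luminescence was read after 45 min at RT.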
AMA1 RON2 block: inhibitors of Plasmodium falciparum AMA1-RON2 interaction; actives 0.2% (n = 360,000); AlphaScreen AMA1-biotinylated RON2 peptide binding; Potency, µM (highest dose often 58.2 µM), for the others: at the top dose activity change, negative = inhibition, actives largely listed as inhibitors; AID 720542;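 also: potency is read from the fitted curve at half-maximal effect; 0% = vehicle wells and -100% = peptide control; nearly all actives have a fitted effect of over 45% in size; some results filed as inactive show a strong effect at the top dose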
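AMA1 (3D7) with his tag at 25 nM final met compounds first, then biotinylated RON2 peptide at 25 nM; detection used donor plus acceptor beads, 10 µg/mL apiece, read by AlphaScreen after 30 min at room temperature.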
LmPK inh: blocks Leishmania mexicana pyruvate kinase activity; actives 0.37% (n = 290,000); purified LmPK, Kinase-Glo ATP luminescence, 1 h; Q27686; Potency, µM (series often up to 57.5 µM), without a hit: at the highest dose activity change, negative = inhibition, usual class: inhibitors; also: potency is read from the fitted curve at half-maximal effect
Target sequence (Q27686 whole entry, looked up): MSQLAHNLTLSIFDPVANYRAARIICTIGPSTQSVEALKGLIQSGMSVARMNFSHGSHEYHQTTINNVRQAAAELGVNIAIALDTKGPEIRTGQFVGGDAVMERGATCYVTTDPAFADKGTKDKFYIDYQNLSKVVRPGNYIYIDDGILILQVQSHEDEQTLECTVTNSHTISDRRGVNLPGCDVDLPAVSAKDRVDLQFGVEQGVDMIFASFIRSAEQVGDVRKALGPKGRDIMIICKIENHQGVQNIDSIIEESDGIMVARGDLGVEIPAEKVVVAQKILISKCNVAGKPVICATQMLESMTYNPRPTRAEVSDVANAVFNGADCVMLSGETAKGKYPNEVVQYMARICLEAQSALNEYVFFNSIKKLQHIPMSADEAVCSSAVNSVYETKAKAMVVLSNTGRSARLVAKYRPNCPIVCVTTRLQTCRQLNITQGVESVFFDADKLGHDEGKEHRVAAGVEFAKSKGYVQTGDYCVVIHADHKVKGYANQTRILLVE
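Pyruvate kinase activity monitored as ATP production (luciferase luminescence). Conditions: 0.1 nM enzyme, 0.5 mM PEP, 0.1 mM ADP, 1 h, RT; normalized against uninhibited and no-enzyme wells.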
HCV inh: inhibitors of hepatitis C virus infection; Potency, µM (doses to about 41.8 µM), without a hit: top-dose activity change, negative = inhibition, usual class: inhibitors; AID 651820; actives 3.4% (n = 340,000); Huh7.5.1 HCVcc-Cre infection, luciferase reporter, 44 h; also: potency is read from the fitted curve at half-maximal effect
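Cells seeded at 1,000/well and cultured 4 h, then compounds added followed by HCVcc-Cre virus (~0.5 moi). After 44 h further culture, luciferase substrate was added, plates held 15 min at room temperature, and luminescence read for 15 sec.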
* = called active by the depositor; ? = inconclusive; . = not tested or not shown; & = joins results of further samples; [ ] = dose if it differs, or a comment. Unless noted, calls follow the shape of the dose curve; as a rule, active = well fitted curve in the direction sought with a large enough effect; inconclusive = small, poorly fitted or top-dose-only effect, or another doubt; inactive = no such curve, though single readings can be large; an effect the other way counts as inactive or inconclusive. Unless noted, % is scaled to controls: 0 for no effect and ±100 for the full control effect.

Structure	AmpC no deterg	HCMV inh	AmpC detergent	TbPYK inhibitor	AMA1 RON2 block	LmPK inh	HCV inh
CCOC(=O)C(Cc1ccccc1)NS(=O)(=O)c1ccc(NC(C)=O)cc1 (configuration not stated)	-10%	2	2%	6%	0%	5%	-6%
COc1ccc([N+](=O)[O-])cc1N(CC(=O)Nc1ccccc1C(=O)N1CCOCC1)S(C)(=O)=O	-9%	28	-5%	-6%	2%	0%	12%
COc1c[nH]n(-c2ccccc2)c(=O)c1=O	.	5	.	-18%	0%	.	14%
CC1CC1C(=O)OCC(=O)Nc1cccc(S(=O)(=O)NC2=NCCCCC2)c1 (configuration not stated)	14%	-25	3%	3%	-13%	5%	-6%
CCc1cc2c(C)ccc(C)c2nc1SCC(=O)Nc1c[nH]c(=O)[nH]c1=O	-1%	-29	-11%	1%	0%	5%	?
CCOC(=O)N1CCN(C(=O)c2ccc3c(c2)NC(=O)/C(=C\c2ccc(OC)c(OC)c2)S3)CC1	139%[activator]	?	-6%	-1%	6%	1%	10%
Cc1cc([N+](=O)[O-])ccc1NCc1cccc2ccccc12	.	-2	.	-5%	-23%	.	?
CCCCCCc1nc2c(=O)[nH]c3ccccc3c2o1	-13%	-22	?	4%	-8%	3%	-1%
O=C(NC(Cc1c[nH]c2ccccc12)C(=O)O)/C(=C/c1ccco1)NC(=O)c1ccccc1 (configuration not stated)	-22%	46	4%	-20%	13%	3%	17%
COc1ccccc1N1CCN(C(=O)c2cc(-c3ccc4c(c3)OCO4)on2)CC1	-10%	31	7%	9%	-3%	2%	?
COC(=O)c1ccncc1C(=O)Nc1ccc(F)cc1	-8%	.	?	3%	-2%	-2%	-10%
COc1ccc(OC)c(NC(=O)CCc2c(C)nn(-c3ccc(N4CCCC4)nn3)c2C)c1	.	-34	20%	-4%	.	.	.
Cc1ccccc1N=C(NO)c1nonc1N	-24%	-24	6%	3%	-13%	-1%	-20%
CC1(C(=O)Nc2cnc3ccccc3c2)CCN1Cc1ccccc1OC(F)F (configuration not stated)	.	?	.	4%	-9%	.	.
CCN(CC)CCN1C(=O)C(=O)/C(=C(/O)c2ccc(S(=O)(=O)N3CCOCC3)cc2)C1c1ccc(Cl)cc1 (configuration not stated)	-2%	16	-7%	-1%	6%	3%	9%
CCOc1ccccc1Oc1nc(C)nc2c1oc1ccccc12	.	-7	11%	0%	.	.	.
CC(=O)Nc1ccc(NC(=O)COC(=O)C2CCC(C(C)(C)C)CC2)cc1 (configuration not stated)	-24%	-12	.	2%	-1%	.	-5%
CC(C)(C)C(=O)c1sc(Nc2ccccc2)nc1N	-22%	84	3%	-4%	-14%	-4%	?
C[C@H](CO)N1C[C@H](C)[C@@H](CN(C)C(=O)Nc2ccc3c(c2)OCO3)Oc2ccc(NC(=O)CCC(F)(F)F)cc2C1=O	14%	14	.	-6%	3%	.	7%
C[C@@H]1CN([C@@H](C)CO)C(=O)CCCn2nncc2CO[C@@H]1CN(C)C(=O)Cc1ccccc1	.	18	.	10%	-8%	.	.
Nc1nc2nc(-c3ccc(Cl)cc3)cc(C(F)(F)F)n2n1	-11%	16&13	-6%&3%	4%&-6%	25%	5%	-6%
Cc1ccc(NC(=O)C2(C)CCN2C(=O)Cc2ccc(-c3ccccc3)cc2)cc1 (configuration not stated)	.	-63*	.	8%	-3%	.	.
Cn1c(CN2CCCCC2)nc2cc(NC(=O)c3ccccc3Cl)ccc21	-18%	?	24%&-7%	4%&3%	17%	2%	?
CS(=O)(=O)Nc1ccc(C(=O)Nc2ccccc2C(=O)N2CCCC2)cc1	-9%	48	4%	-1%	-3%	3%	1%
O=C(NCC1CCOCC1)c1ccc(-c2ccc(F)c(F)c2)c2ccoc12	.	-10	.	6%	0%	.	.
COC(=O)C1=COC(C)C2CN3CCC4(C(=O)Nc5ccccc54)C3CC12 (configuration not stated)	20%	-3	2%	2%	5%	5%	2%
COc1ccc(C=NNc2nc3ccccc3s2)cc1	.	15	.	-5%	33%[activator]	.	8%
CCN1CCN(S(=O)(=O)c2ccc(C(=O)Nc3sc4c(c3C(N)=O)CCN(CC)C4)cc2)CC1	57%	-3	5%	-3%	-7%	-12%	-26%
O=C(O)C1OC(C(=O)O)C(C(=O)O)C1C(=O)O (configuration not stated)	.	-15	.	-13%	?	.	26%
CC(C)(C)C(=O)N1NC(=Nc2ccccc2)SC1(C)C	-9%	80	-2%	2%	-6%	3%	-1%
O=C(c1cc(=O)[nH]c2ccc(Br)cc12)N1CCC2(CC1)OCCO2	-2%	7	-1%	1%	41%[activator]	0%	-3%
O=C(CCCOc1ccccc1)NCc1ccco1	-12%	-25	1%	-3%	3%	3%	23%
C=CCC[C@H](Cc1ccc(F)cc1)C(=O)O[C@H](CNC(=O)[C@@H](CC=C)CC(=O)N(CCO)Cc1ccccc1)c1ccccc1	116%[activator]	4	.	4%	-5%	.	?
O=C(C/C=N\OCc1ccc(Cl)cc1Cl)Nc1ccccc1	-33%	-21	2%	6%	52%[activator]	9%	1%
COC1OC2COC(c3ccccc3)OC2C(=O)C1NC(=O)c1ccccc1 (configuration not stated)	.	48	.	4%	12%	.	23%
Cc1ccc(OCC(=O)Nc2ccc(-c3nc4ccccc4o3)cc2)c(C)c1	.	37	15%	0%	.	.	.
Cc1cccc(C)c1OCC(=O)NNC(=O)CCNC(=O)c1ccc(Br)cc1	55%	25	1%	3%	67%[activator]	1%	.
CC1CCN(CCCNC(=O)c2ccc(CSCc3cccc(Cl)c3)o2)CC1	55%	-6	?	0%	-14%	-7%	?
CC(C)C(=O)NNC(=O)CC(=O)Nc1ccccc1C(=O)O	-19%	-10	-1%	7%	105%[activator]	4%	11%
CNC(=O)c1c(NC(=O)CCS(=O)(=O)c2ccc(C)cc2)sc(C)c1C	8%	-16	?	4%	-14%	.	12%
Cc1cc(NC(=O)c2cccn(Cc3ccccc3)c2=O)no1	.	14	3%	-1%	.	.	.
COc1ccc(OC)c(NC(=O)C2CC(/C=C/c3ccccc3)=NO2)c1 (configuration not stated)	-14%	?	5%	-3%	-4%	4%	?
O/N=C(\c1ccc(Cl)cc1)c1ncc(C(F)(F)F)cc1Cl	-30%	-5	-10%	9%	0%	2%	-18%
O=C(NCC(c1ccco1)N1CCc2ccccc2C1)c1ccc([N+](=O)[O-])cc1 (configuration not stated)	-10%	.	?	3%	-21%	.	?
O=C(NCc1cccnc1)c1ccc(-c2cccc(Cl)c2Cl)o1	142%[activator]	-34	-4%	-3%	-12%	1%	?
OC[C@@H]1CN(Cc2cccc(C(F)(F)F)c2)C[C@H](n2cnc3c(NCc4ccncc4)ncnc32)O1	.	-34	.	2%	3%	.	.
CSc1nnc(-c2ccccc2)o1	101%[activator]	-1	-19%	-4%	-5%	-1%	19%
Cc1ccc(C)c(NC(=O)c2cnn(-c3ccccc3)c2C)c1	-10%	31	-7%	-7%	-6%	-2%	0%
Cc1nn(Cc2ccccc2)c(C)c1NC(=O)c1cc(-c2cccs2)on1	32%	?	1%	-2%	4%	-2%	.
CCCCN(C(=O)c1ccco1)c1c(N)n(CCC)c(=O)[nH]c1=O	-9%	19	?	1%	0%	.	-14%
COc1ccc(NC(=O)c2noc3c2CCCCC3)cc1	-20%	103	1%	-1%	-15%	5%	-14%
COc1ccc(C(=O)CC(c2ccc(OC)c(OC)c2)c2c(O)c3ccccc3oc2=O)cc1OC (configuration not stated)	.	?	.	3%	1%	.	.
CCN(CC)C(=O)c1c(C)[nH]c(=S)c(C#N)c1-c1ccco1	38%	42	6%	5.6µM*	50%[activator]	52%	13%
CC[C@]1(C(=O)OC)[C@H]2C(=O)N(C)C(=O)[C@H]2[C@H]2CN=C(SC)N21	.	-4	.	-1%	-1%	.	14%
c1ccc2c(c1)[nH]c1c(N3CCCC3)ncnc12	-25%	?	13%	1%	-1%	4%	8.9µM*
Cc1cc(N2CCCCC2)n2nc(C)c(-c3ccccc3)c2n1	7%	-15	?	1%	49%[activator]	0%	1.6µM*
OC(c1ccc(F)c(F)c1)c1nc(-c2csc3ccccc23)cs1 (configuration not stated)	.	-19	.	-4%	15%	.	.
O=C(Nc1nnc(SCc2cc(=O)c3ccccc3[nH]2)s1)c1ccccc1	.	-18	19%	-3%	.	.	.
O=C(Nc1ccc(C(F)(F)F)cc1)C1(c2ccccc2)CC1	-2%	7	?	1%	21%	3%	1%
COc1ccc(Cl)cc1-n1nnc(-c2nc(-c3ccc4c(c3)OCO4)no2)c1C	.	2	3%	6%	.	.	.

(listing goes on)
Structure	AmpC no deterg	HCMV inh	AmpC detergent	TbPYK inhibitor	AMA1 RON2 block	LmPK inh	HCV inh
Cn1c(N)c(C(=O)c2cc(-c3ccccc3)nc3ccccc23)c(=O)n(C)c1=O	-6%	-17	-14%	2%	3%	0%	1%
CC(C)Oc1ccc(Cc2c(O)[nH]c(=O)[nH]c2=O)cc1	-9%	30	?	-3%	-9%	-3%	11%
CCOc1ccc(-c2cc(C(=O)NCc3ccccc3)[nH]n2)c(C)c1	.	-20	.	-3%	1%	.	.
COc1cc(OC)cc(C(=O)N[C@H](C(=O)OCC(=O)NC(=O)NC(C)(C)C)C(C)C)c1	6%	-39	2%	1%	-7%	2%	27%
CCOC(=O)c1nn(-c2ccc(C)cc2)c2nc(Nc3ccccc3)cc(=O)n12	36%	-35	2%	0%	-5%	6%	?
COC(=O)CCC(=O)Nc1ccccc1C(N)=O	-18%	-29	-10%	-30%	1%	-3%	20%
Cc1oc2c(CN3CCCC(C)C3)c(O)ccc2c(=O)c1-c1ccccc1 (configuration not stated)	-13%	-32	-1%	36%[activator]	5%	-2%	3%
COC(=O)c1ccccc1NC(=O)COc1ccc2c(c1)OCO2	-18%	-28	2%	-3%	-9%	0%	.

Part of the list above, with values under each structure:
The line under a structure holds: AmpC no deterg, HCMV inh, AmpC detergent, TbPYK inhibitor, AMA1 RON2 block, LmPK inh, HCV inh
COc1ccccc1N1CCN(C(=O)c2cc(-c3ccc4c(c3)OCO4)on2)CC1
 : -10%, 31, 7%, 9%, -3%, 2%, ?
O=C(NCC1CCOCC1)c1ccc(-c2ccc(F)c(F)c2)c2ccoc12
 : ., -10, ., 6%, 0%, ., .

Assay outcomes: PubChem, National Center for Advancing Translational Sciences (NCATS)
